Assay outcomes (PubChem)
CRFR2-BP antag = antagonists of CRF-binding protein/CRF-R2 receptor complex; HEK293 CRF-R2/CRF-BP, CRF-induced calcium fluorescence; inhibition, % at 11.8 µM; hit rate 0.59% among 350,000; AID 588475;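 active = inhibition of the ligand-induced calcium signal above about 50% at the single tested concentration, limit read from the data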
CRFR2-BP ag = agonists of human CRF-binding protein/CRF-R2 receptor complex | HEK293 CRF-R2/CRF-BP, calcium dye fluorescence (FLIPR); percent of saturating CRF peptide response | activation, % at 13.2 µM | hit rate 0.46% among 350,000;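 active = activation of at least 50%, plus an integration ratio under a set limit after plate pattern correction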;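 note: plate controls were neutral control wells without compound for no effect and CRF at EC100 for full effect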
M5 antag = antagonists of human muscarinic M5 receptor (CHRM5); P08912; CHO-hM5 cells, Fluo-8 calcium fluorescence, ACh EC80; inhibition, % at 3 µM; hit rate 0.59% among 360,000; AID 624040;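 active = inhibition above a per-plate cutoff, the mean of that plate's test compounds plus 3 SD, cut at about 27% in these data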;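 note: 0% = acetylcholine EC80 with DMSO and 100% = DMSO without agonist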
Target sequence (P08912 whole entry, looked up): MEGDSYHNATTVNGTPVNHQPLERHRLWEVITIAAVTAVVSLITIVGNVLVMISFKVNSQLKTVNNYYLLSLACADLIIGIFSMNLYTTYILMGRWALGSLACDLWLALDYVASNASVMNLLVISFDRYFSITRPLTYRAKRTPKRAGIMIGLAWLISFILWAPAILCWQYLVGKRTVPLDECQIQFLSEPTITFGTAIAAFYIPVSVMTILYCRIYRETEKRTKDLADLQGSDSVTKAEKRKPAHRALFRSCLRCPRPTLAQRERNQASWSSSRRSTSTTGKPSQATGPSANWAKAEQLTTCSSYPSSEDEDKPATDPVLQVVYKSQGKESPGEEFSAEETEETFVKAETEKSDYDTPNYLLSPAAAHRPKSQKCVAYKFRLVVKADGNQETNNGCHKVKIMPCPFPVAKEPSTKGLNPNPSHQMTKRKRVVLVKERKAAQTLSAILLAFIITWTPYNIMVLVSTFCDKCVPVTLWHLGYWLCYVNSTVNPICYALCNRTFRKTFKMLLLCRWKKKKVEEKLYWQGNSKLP
CHRM4 agonist = CHRM4 agonism in calcium assay; P08173; CHO-K1 hM4/Gqi5, Fluo-8 calcium fluorescence; vehicle 0%, full acetylcholine response 100%; activation, % at 3 µM; hit rate 0.14% among 360,000; AID 624127;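 active = activation above the run mean over all test wells plus 3 SD, cut at about 32% in these data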;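 note: peak over basal fluorescence ratio per well then scaled between controls; 0% = DMSO wells and 100% = acetylcholine at EC100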
M5 PAM = CHRM5 positive allosteric modulation | CHO-K1 hM5, Fluo-8 calcium, ACh EC20 PAM; 0% = ACh EC20, 100% = ACh EC100 | hit rate 0.3% among 360,000 | P08912 | AID 624038 | activation, % at 3 µM;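 active = activation above the run cutoff, the mean activation of all test compounds plus 3 SD, cut at about 18% in these data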
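Measured by: Fluo-8 calcium fluorescence; material: human M5 receptor in CHO-K1 cells; schedule: Post-acetylcholine fluorescence recording 140 s; benchmarks: low control EC20 acetylcholine (0%), high control EC100 acetylcholine (100%); read-out: Max/basal fluorescence ratio as % of EC20–EC100 ACh window; compound: single dose, 3 µM nominal final test concentration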
M4 PAM = CHRM4 positive allosteric modulation. P08173. CHO-K1 hM4/Gqi5, Fluo-8 calcium fluorescence, ACh EC20; 0% = ACh EC20, 100% = maximal ACh. activation, % at 3 µM. hit rate 0.4% among 360,000;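 active = activation above its plate's cutoff, the mean activation of sample wells plus 3 SD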; note: some results filed as inactive read as strong as hits
CHRM1 PAM = human CHRM1 positive allosteric modulation. P11229. CHO-K1 hM1, Fluo-8 calcium fluorescence, ACh EC20; 0% = ACh EC20, 100% = maximal ACh. activation, % at 3 µM. hit rate 0.088% among 360,000. AID 588819; in the data active = activation above about 19%, passing the limit was not always enough
Target sequence (P11229 whole entry, looked up): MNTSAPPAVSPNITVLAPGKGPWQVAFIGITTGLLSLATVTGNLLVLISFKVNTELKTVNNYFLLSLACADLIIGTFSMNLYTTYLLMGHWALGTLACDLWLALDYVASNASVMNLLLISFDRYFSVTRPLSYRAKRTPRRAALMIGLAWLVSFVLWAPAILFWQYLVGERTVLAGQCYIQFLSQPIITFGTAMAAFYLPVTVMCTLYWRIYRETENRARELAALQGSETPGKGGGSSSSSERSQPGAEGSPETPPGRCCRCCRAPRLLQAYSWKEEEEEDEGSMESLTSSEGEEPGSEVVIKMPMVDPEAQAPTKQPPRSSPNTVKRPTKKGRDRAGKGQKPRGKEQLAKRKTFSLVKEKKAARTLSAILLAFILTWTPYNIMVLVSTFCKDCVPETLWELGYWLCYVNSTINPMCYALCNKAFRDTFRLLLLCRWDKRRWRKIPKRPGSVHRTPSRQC
M4 antag = blocks acetylcholine activation of human M4 receptor; CHO-hM4 cells, ACh EC80, Fluo-8 calcium fluorescence; inhibition, % at 3 µM; hit rate 0.73% among 360,000; AID 624125;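 active = inhibition above its plate's cutoff, the mean inhibition of sample wells plus 3 SD, cut at about 27% in these data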;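 note: 0% = acetylcholine EC80 with DMSO and 100% = DMSO without agonist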
M5 ag = agonists of human muscarinic M5 receptor (CHRM5) | activation, % at 3 µM | hit rate 0.19% among 360,000 | P08912 | AID 624037 | CHO-K1 hM5 cells, Fluo-8 calcium fluorescence; 0% DMSO wells, 100% maximal acetylcholine response;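 active = activation above the run's mean over test compounds plus 3 SD, cut at about 23% in these data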;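 note: signal is peak over basal fluorescence ratio across the kinetic read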
* = called active by the depositor; · = no result given.

SMILES | CRFR2-BP antag | CRFR2-BP ag | M5 antag | CHRM4 agonist | M5 PAM | M4 PAM | CHRM1 PAM | M4 antag | M5 ag
Nc1nc(N2C(=O)C3CC=CCC3C2=O)nn1-c1ccccc1 (configuration not stated) | 3 | -0.8 | -4 | 1 | 0 | 9 | 5 | -21 | -4
Clc1ccc2c(c1)C(c1cccs1)=NNC(c1cccnc1)=N2 | 3 | -1.1 | -1 | 0 | -4 | -2 | 4 | 4 | 0
Cc1ccc(S(=O)(=O)Nc2cccc(Cl)c2)cc1NC(=O)C1CC1 | 7 | -1.1 | 14 | 4 | -23 | -7 | 2 | 15 | -2
CCCCOc1ccc(CSC(=N)N)cc1[N+](=O)[O-] | -62 | 7.1 | 9 | 8 | -15 | -13 | -21 | 18 | -10
O=C(COc1ccc(S(=O)(=O)N2CCCCC2)cc1Cl)N1CCOCC1 | 3 | -1.0 | 1 | 1 | -1 | 3 | 6 | -9 | -1
Cc1ccc(Oc2nc3c(C)cccn3c(=O)c2/C=C(\C#N)C(N)=O)cc1 | 8 | -1.9 | 12 | 6 | -4 | -6 | -2 | 7 | -2
O=[N+]([O-])c1ccc(N2CCN(Cc3ccccc3)CC2)nc1 | 17 | 0.3 | 17 | 2 | -9 | -10 | 4 | -6 | -6
Cc1ccc(OC(C)C(=O)Nc2ccc(S(=O)(=O)Nc3nccs3)cc2)cc1 (configuration not stated) | -22 | 5.8 | 0 | 7 | 8 | 12 | 11 | -8 | 5
O=C(NCc1cccc(Cl)c1)c1ccc(-n2cncn2)c2ccoc12 | · | · | -1 | 5 | 1 | 1 | 0 | -3 | 0
C=CCSc1nc2sc(C)c(C)c2c(=O)n1CC=C | -36 | -2.0 | -4 | -1 | 4 | 5 | 10 | -4 | -4
CC(C)C[C@@H](C(=O)NC1CC1)N1C(=O)N2CCc3c([nH]c4ccccc34)[C@@]2(C)C1=O | -14 | -2.7 | 1 | 0 | -1 | 0 | 12 | -10 | 1
COc1cc(Br)cc2cc(C(=O)N3CCN(c4ccccn4)CC3)c(=O)oc12 | -7 | -1.6 | 10 | 6 | -10 | -13 | 2 | 14 | -4
CN1C[C@@H]2[C@@H]3C(=O)N(C)C(=O)[C@@H]3[C@](C)(C1=O)N2C(=O)c1ccc(Br)cc1 | -2 | -0.5 | 10 | 0 | -1 | 2 | 7 | -1 | 0
Cc1ccc(N2C(=O)N(C(C)C)C(C)(C)CC2(C)O)cc1 (configuration not stated) | 2 | -1.5 | 12 | -1 | -5 | -13 | 0 | -5 | -3
CCOc1ccccc1NC(=O)C(c1ccccc1)N1CCN(C(=O)c2ccco2)CC1 (configuration not stated) | -10 | 0.3 | 0 | 10 | -2 | 2 | 9 | -4 | 0
COCCCNC(=O)c1nc2c(nnn2Cc2cc(C)ccc2C)c(=O)[nH]1 | 11 | -1.7 | 0 | 0 | 2 | 1 | 0 | 6 | 3
c1cncc(Oc2cccc(Oc3cccnc3)c2)c1 | -1 | 0.2 | 14 | 3 | -8 | -5 | -1 | -2 | 3
Cc1cc(C)n(CCN(C)C(=O)CCc2nnc(-c3ccc4c(c3)OCO4)o2)n1 | 6 | 0.2 | 4 | 1 | 0 | -1 | 10 | -1 | -1
CCOc1ccc(NC(=O)CSc2ccccc2N)cc1 | 3 | 0.0 | -14 | 0 | -4 | -6 | -1 | -17 | -3
COCCn1cnc2c1c(=O)n(Cc1cc(C(C)=O)ccc1OC)c(=O)n2Cc1ccccc1 | 11 | -0.4 | 15 | 3 | -13 | -8 | 0 | 12 | -6
CCOC(=O)N1CCN(C2CC(=O)N(c3ccc(F)cc3)C2=O)CC1 (configuration not stated) | 0 | 0.3 | 0 | 1 | -2 | 4 | 2 | 0 | 1
Cc1ccc(C(=O)N/N=C/c2nc3ccccc3n2C)cc1 | -7 | -2.7 | 6 | -1 | -1 | 6 | -2 | -2 | 2
CCCN(CCC)C(C)C(=O)NCC1(c2ccccc2)CCCC1 (configuration not stated) | -48 | 16 | 5 | -2 | -7 | -19 | -36 | 12 | -9
O=C(NCc1ccccn1)c1ccc(/C=N/O)nc1 | 9 | 0.6 | 2 | 1 | 1 | 0 | -8 | -1 | -1
COc1cc2[nH]c(C(=O)N3CCC(Cc4ccccc4)CC3)cc2c(OC)c1OC | -16 | -0.2 | 8 | 3 | 3 | 2 | 2 | -6 | -1
COc1ccc(C2CC(c3ccccc3OC(C)=O)=NN2C(=O)/C=C/c2ccccc2)cc1OC (configuration not stated) | -9 | 4.0 | 7 | 5 | -9 | -10 | 2 | 1 | -5
CC1=CC(C)(C)Nc2ccc(OC(=O)C(Cc3ccccc3)N3C(=O)c4ccccc4C3=O)cc21 (configuration not stated) | 4 | 0.7 | -3 | 1 | -6 | -2 | -7 | 8 | -1
O=C(NCc1cccnc1)C(=O)Nc1nc2ccccc2s1 | 4 | 1.1 | 9 | 1 | -5 | -1 | 6 | 1 | 1
CCn1nc(NS(=O)(=O)c2ccccc2[N+](=O)[O-])c2cc3cccc(C)c3nc21 | 9 | -0.2 | -7 | 1 | 5 | -1 | 4 | 13 | -8
O=C(c1ccco1)c1coc2c1cc(O)c1ccccc12 | 14 | 1.1 | -2 | 2 | -5 | -5 | 0 | 9 | -3
CCOC(=O)/C(C#N)=C/c1c(Oc2cccc(C)c2)nc2ccccn2c1=O | -3 | -1.0 | 7 | 1 | -5 | 8 | 3 | -10 | -1
Cc1c(Cc2ccccc2)c(=O)oc2cc(OCC(=O)NCC(O)c3ccccc3)ccc12 (configuration not stated) | 9 | -0.7 | -3 | 6 | 0 | -5 | 6 | -8 | -2
CC(=NC1CCCCC1)c1ccc(O)cc1O | -6 | -0.9 | 0 | 3 | -1 | -1 | -8 | -6 | 1
COc1ccc2nc(SCC(=O)Nc3cc(OC)c(OC)cc3C(=O)O)c(C)cc2c1 | 8 | -1.9 | 2 | 1 | 10 | -1 | 2 | -3 | 2
O=C(NCc1ccc(F)cc1)c1cc(-c2ccccn2)nc2ccc(S(=O)(=O)N3CCOCC3)cc12 | 6 | 0.6 | 0 | 2 | 0 | -2 | -8 | -4 | 1
O=C(CSc1ncnc2c1nnn2Cc1ccccc1F)N1CCN(c2ccccc2)CC1 | -4 | 3.5 | -2 | 1 | 1 | 6 | 5 | -1 | -1
CCn1cc(C(=O)NCC(OC)OC)c(=O)c2cc(S(=O)(=O)N3CCOCC3)ccc21 | -8 | -1.2 | -15 | 1 | 3 | 9 | 11 | -2 | -4
COc1cccc(C2=NOC(C(=O)NCCCn3ccnc3)C2)c1 (configuration not stated) | 5 | -0.6 | 5 | 1 | -4 | 1 | 0 | 8 | -5
O=C(O)CCCC(=O)NCc1ccccn1 | 2 | 1.4 | -1 | 1 | 0 | -2 | 8 | 3 | -2
COc1ccc(C2(CNC(=O)c3ccc(OCC(C)C)cc3)CCOCC2)cc1 | 23 | -3.7 | 5 | -1 | -4 | 3 | 4 | -4 | -7
Cc1cc(C)n(-c2ccc(C(=O)Nc3ccc(N4CCOCC4)cc3)cc2)n1 | 0 | -1.5 | -2 | 2 | 2 | 7 | 12 | -1 | 0
CC1(CCc2ccc3c(c2)OCO3)NCCc2c1[nH]c1ccccc21 (configuration not stated) | -20 | 2.1 | 13 | 25 | -7 | -8 | 4 | 4 | 6
COc1nc(-c2ccccc2)cc(-c2ccc3c(c2)OCO3)c1C#N | 10 | 3.5 | 5 | 1 | -3 | -9 | 4 | -5 | -2
CCc1ccc(C2C(C#N)=C(N)N(N(C)C)C3=C2C(=O)CCC3)s1 (configuration not stated) | 7 | -1.1 | 2 | 2 | 0 | 0 | 0 | -4 | -1
CC(C)(C)OC(=O)NCCc1nnc(SCC(N)=O)o1 | -10 | -0.9 | -3 | 0 | 0 | 1 | -1 | 2 | 1
COc1ccccc1N(C)S(=O)(=O)c1ccc(C(=O)Nc2ccncc2)cc1 | -1 | -0.1 | 13 | 12 | -16 | -6 | -1 | -4 | 7
OC1C=CSc2nc3ccccc3n21 (configuration not stated) | 3 | 0.3 | 2 | 0 | -4 | -2 | -3 | 6 | 1
COc1ccc(CN(C(=O)c2ccc(C)cc2)c2cccc(N)c2)cc1 | 3 | -0.2 | 12 | 1 | 7 | -2 | 7 | 6 | -2
CCCCCCOC(=O)Sc1nc2ccccc2o1 | 3 | -1.0 | -3 | 1 | 0 | -5 | 9 | 2 | 0
CSc1nc(-c2ccc(Cl)cc2)nc(N)c1C#N | 0 | -0.1 | 3 | 0 | 5 | 2 | 3 | -3 | -4
CCCCOC(=O)n1c(SCC(=O)N(C)C)nc2ccccc21 | 6 | -1.7 | 7 | 1 | -4 | -2 | 8 | -11 | -5
O=C(COC(=O)CNC(=O)c1ccc(Br)o1)Nc1ccccc1OC(F)F | 2 | 0.8 | -2 | 1 | -10 | -8 | 0 | 5 | -5
O=c1oc(-c2ccc(Cl)c(Cl)c2)nn1-c1ccc(C(F)(F)F)cn1 | 1 | -1.5 | 2 | 1 | 5 | 0 | 1 | 5 | 1

12 entries from above, as a markdown table:
| structure | CRFR2-BP antag | CRFR2-BP ag | M5 antag | CHRM4 agonist | M5 PAM | M4 PAM | CHRM1 PAM | M4 antag | M5 ag |
| --- | --- | --- | --- | --- | --- | --- | --- | --- | --- |
| CC1(CCc2ccc3c(c2)OCO3)NCCc2c1[nH]c1ccccc21 (configuration not stated) | -20 | 2.1 | 13 | 25 | -7 | -8 | 4 | 4 | 6 |
| COc1nc(-c2ccccc2)cc(-c2ccc3c(c2)OCO3)c1C#N | 10 | 3.5 | 5 | 1 | -3 | -9 | 4 | -5 | -2 |
| CCc1ccc(C2C(C#N)=C(N)N(N(C)C)C3=C2C(=O)CCC3)s1 (configuration not stated) | 7 | -1.1 | 2 | 2 | 0 | 0 | 0 | -4 | -1 |
| CC(C)(C)OC(=O)NCCc1nnc(SCC(N)=O)o1 | -10 | -0.9 | -3 | 0 | 0 | 1 | -1 | 2 | 1 |
| COc1ccccc1N(C)S(=O)(=O)c1ccc(C(=O)Nc2ccncc2)cc1 | -1 | -0.1 | 13 | 12 | -16 | -6 | -1 | -4 | 7 |
| OC1C=CSc2nc3ccccc3n21 (configuration not stated) | 3 | 0.3 | 2 | 0 | -4 | -2 | -3 | 6 | 1 |
| COc1ccc(CN(C(=O)c2ccc(C)cc2)c2cccc(N)c2)cc1 | 3 | -0.2 | 12 | 1 | 7 | -2 | 7 | 6 | -2 |
| CCCCCCOC(=O)Sc1nc2ccccc2o1 | 3 | -1.0 | -3 | 1 | 0 | -5 | 9 | 2 | 0 |
| CSc1nc(-c2ccc(Cl)cc2)nc(N)c1C#N | 0 | -0.1 | 3 | 0 | 5 | 2 | 3 | -3 | -4 |
| CCCCOC(=O)n1c(SCC(=O)N(C)C)nc2ccccc21 | 6 | -1.7 | 7 | 1 | -4 | -2 | 8 | -11 | -5 |
| O=C(COC(=O)CNC(=O)c1ccc(Br)o1)Nc1ccccc1OC(F)F | 2 | 0.8 | -2 | 1 | -10 | -8 | 0 | 5 | -5 |
| O=c1oc(-c2ccc(Cl)c(Cl)c2)nn1-c1ccc(C(F)(F)F)cn1 | 1 | -1.5 | 2 | 1 | 5 | 0 | 1 | 5 | 1 |
